CCT modulator = High-Throughput Screening for Modulators of Cytosolic Chaperonin Activity. purified chaperonin ATPase assay, HTRF ADP detection, 30 min. activity change, % (no concentration beside the values), hits read low. hit rate 0.3% among 360,000. AID 651819, 2012; in the data active = activity change below about -30%; note: % is set by controls: 0 for no effect and ±100 for the full control effect
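We incubate TRiC, 40 or 20 nM final, with library compounds at 76 uM and 10 uM ATP for 30 min at 37 °C. ADP formed is detected with Transcreener HTRF reagents after 30 min at room temperature.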
pAkt inh = HTS Assay for Inhibitors of Akt Phophorylation: Primary Screen; Neuro2A IGF-stimulated pAkt S473 HTRF, 20 min; stronger effect = lower value; activity change, % for hits at 50 µM; hit rate 0.32% among 360,000; in the data active = activity change below about -80%; inconclusive = mostly about -51% to -80%; note: % is set by controls: 0 for no effect and ±100 for the full control effect
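Neuro2A cells in DMEM with 0.5% FBS, overnight at 37 deg C, given compound at single 50 µM final, then IGF (6 nM final) for 20 min at 37 deg C. Lysed; phospho-Akt Ser473 by HTRF after 24 h, 665/615 ratio.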
Nrf2 block = Nrf2 qHTS screen for inhibitors; A549 ARE-Fluc reporter, luciferase luminescence, 18-24 h; Potency, µM (titrated, usually from 46 µM), inactives show top-dose activity change, negative = inhibition, hits mostly inhibitors; hit rate 2.1% among 360,000; AID 504444, 2011; note: potency is the fitted concentration of half-maximal effect; % is set by controls: 0 for no effect and ±100 for the full control effect; nearly all actives have a fitted effect of over 60% in size
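Cells were seeded and rested 2 h, then exposed to compounds for 18-24 h. CellTiter-Fluor was read first as a viability measure. BugLite was added 15 min before the final luminescent read of ARE-luciferase activity in A549 cells.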
A549 viability = Nrf2 qHTS screen for inhibitors: counterscreen for cytotoxicity | A549 ARE-Fluc cells, CellTiter-Fluor viability, 18-24 h | Potency, µM (series often up to 46 µM), for the others: top-dose activity change, negative = cytotoxicity, most hits filed as inhibitors | hit rate 0.16% among 390,000 | AID 504648, 2011; note: potency is the fitted concentration of half-maximal effect; % is set by controls: 0 for no effect and ±100 for the full control effect
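Cytotoxicity counterscreen: CellTiter-Fluor fluorescence was measured in A549 ARE_Fluc cells after 18-24 h of compound exposure in a concentration series. The subsequent BugLite luminescent read reports ARE-luciferase activity.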
MmCpn inh = Inhibitors of TCP-1 ring complex (TRiC) of Methanococcus maripaludis (MmCpn): qHTS; Potency, µM (top dose mostly 76.9 µM), for the others: at the top dose activity, negative = inhibition, most hits filed as inhibitors; hit rate 0.031% among 330,000; purified Mm-Cpn ATPase, ADP Transcreener TR-FRET; Chaperonin Mm-Cpn (Methanococcus maripaludis); note: potency is the fitted concentration of half-maximal effect; % is set by controls: 0 for no effect and ±100 for the full control effect; nearly all actives have a fitted effect of over 80% in size
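Inhibition of chaperonin ATP hydrolysis is measured as reduced ADP production, detected by competitive TR-FRET in which signal falls with ADP. Final enzyme 25 nM and ATP 10 uM, reacted 30 min at 37°C.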
HepG2 viability = qHTS for Inhibitors of TGF-b: Cytotox Counterscreen; HepG2 CAGA-GFP viability, ATP luminescence, 18 h; Potency, µM (highest dose often 46.1 µM), without a hit: at the top dose activity change, negative = cytotoxicity, usual class: cytotoxic; hit rate 0.76% among 410,000; AID 588856, 2011; note: potency is the fitted concentration of half-maximal effect; some results filed as inactive show a strong effect at the top dose
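HepG2 CAGA-GFP cells (1000/well, DMEM with 1% FBS) received compound, then TGF-beta at 500 pg/mL final, and were incubated 18 hours at 37 degrees C. Viability was read by CellTiter-Glo luminescence. Media-only wells were set as complete cell-killing and DMSO as no toxicity.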
Nrf2 activator = qHTS of Nrf2 Activators | AREc32 ARE-luciferase reporter (MCF7-derived line), luminescence, 24 h | Potency, µM (highest dose often 46.1 µM), without a hit: at the top dose activation, hits mostly activators | hit rate 0.31% among 410,000 | AID 624171, 2012; note: potency is the fitted concentration of half-maximal effect; % of control where 0% means no effect; nearly all actives have a fitted effect of over 65% in size
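Each well held 1000 AREc32 cells, which were incubated with compound for 24 hr at 37 deg C after overnight attachment, and ARE reporter activity was quantified by firefly luciferase luminescence.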
ATXN viability = Viability Counterscreen for Primary qHTS for Inhibitors of ATXN expression. S2 cells (HEK-293 line with an ATXN2-luciferase reporter) viability, CellTiter-Fluor protease fluorescence, 24 h. Potency, µM (top dose mostly 56.7 µM), actives largely listed as cytotoxic. hit rate 0.49% among 400,000; note: potency is the fitted concentration of half-maximal effect; nearly all actives have a fitted effect of over 40% in size
TGFb inhibitor = qHTS for Inhibitors of TGF-b; HepG2 CAGA-GFP TGF-b/SMAD3 reporter, GFP fluorescence, 18 h; TGF-beta stimulated, 500 pg/mL final; Potency, µM (doses to about 46.1 µM), for inactives: at the top dose activity, negative = inhibition, hits mostly inhibitors; hit rate 1.2% among 410,000; AID 588855, 2011; note: potency is the fitted concentration of half-maximal effect; % is set by controls: 0 for no effect and ±100 for the full control effect; nearly all actives have a fitted effect of over 65% in size
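Inhibition of TGF-beta-driven CAGA-GFP reporter expression in HEPG2 cells is measured by cellular GFP fluorescence after 18 h stimulation with 500 pg/mL recombinant TGF-beta in 1% FBS medium at 37 degrees C.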
Numbers without * were called inactive; i = inactive; ? = inconclusive; / = not tested or not shown; [ ] = another dose, or the depositor's remark. Unless noted, calls come from the whole dose curve; as a rule, active = well fitted curve in the direction sought with a large enough effect; inconclusive = small, poorly fitted or top-dose-only effect, or another doubt; inactive = no such curve, though single readings can be large; an effect the other way counts as inactive or inconclusive.

Below each compound – CCT modulator	pAkt inh	Nrf2 block	A549 viability	MmCpn inh	HepG2 viability	Nrf2 activator	ATXN viability	TGFb inhibitor
c1ccc2c(C3CCO3)cccc2c1 (configuration not stated)
 : -0.6	i	9%	6%	-1%	5%	-0.2%	i	?
COc1ccc(NS(=O)(=O)c2cccc(C(=O)NN=Cc3ccc(OC)c(O)c3)c2)cc1
 : -2.9	i	0%	0%	2%	-16%	0.4%	i	?
COc1ccccc1C(=O)NC1CC2CCCC(C1)N2Cc1ccccc1 (configuration not stated)
 : 0.1	i	/	/	/	12%	-2.2%	?	-4%
CC(NC(=O)c1ccc(N(C)C)c([N+](=O)[O-])c1)c1ccc(-n2ccnc2)cc1 (configuration not stated)
 : -0.5	i	2%	-12%	2%	-6%	2.3%	i	-2%
CCOC(=O)c1sc(NC(=O)c2sccc2C)cc1C
 : 0.7	i	?	-8%	-4%	14µM*	-0.1%	i	2%
Cn1c(SCC(=O)N2c3ccccc3Sc3ccc(Cl)cc32)nnc1-c1ccco1
 : -1.6	i	?	?	1%	6%	0.2%	i	-13%
Cc1nn2c3ccccc3n(C)c2nc1=O
 : -4.2	i	2%	-4%	-4%	10%	0.8%	i	-11%
O=C(NCCN1CCOCC1)c1c(Cl)cccc1Cl
 : 2.3	i	1%	2%	-2%	0%	-0.7%[9.22 µM]	i	13%
COCC(C)NC(=S)NC(=O)c1cc(S(=O)(=O)N2CCOCC2)ccc1C (configuration not stated)
 : -2.1	i	?	-5%	-1%	0%	-0.6%	i	-1%
CC(C)=CCN1CCN(Cc2cccn2-c2nccs2)CC1CCO (configuration not stated)
 : -2.6	i	0%	-3%	-2%	-11%	1.5%	i	10%
C=CCn1c(SCC(=O)NCc2ccco2)nc2sc3c(c2c1=O)CCC3
 : -1.7	i	1%	2%	-1%	-15%	0.1%	i	-12%
CCOC(=O)C(=O)N/N=C(/c1ccccc1)c1ccc(OC)cc1
 : -3.6	i	-1%	-1%	1%	15%	-0.4%	i	19%
CCc1cc(Cn2nc(-c3ccccc3)cc2C(=O)NCc2cccs2)on1
 : -0.8	i	?	-24%	1%	-84%	5.3%	?	?
CCOc1ccc(OC(=O)C(CCS(C)(=O)=O)N2C(=O)c3ccccc3C2=O)cc1 (configuration not stated)
 : 1.1	/	6%	-13%	-1%	-3%	0.2%	/	-6%
Cc1nc2cccc(C(=O)NCc3ccccc3)c2o1
 : 0.6	i	-10%	-8%	-7%	-6%	0.4%	?	-2%
Cc1cccc(N(C(=O)c2csnn2)C(C(=O)NC(C)(C)C)c2cccnc2)c1 (configuration not stated)
 : -0.8	i	30%	-10%	0%	2%	-1.1%	i	10%
CCc1cccc(NC(=O)CCS(=O)(=O)c2cc3c(cc2C)NC(=O)CO3)c1
 : -1.7	i	-3%	14%	-3%	-7%	3.1%	i	4%
CCOn1c(=O)c(-c2cccc3ccccc23)[n+]([O-])c2ccccc21
 : -0.3	i	5%	-6%	-6%	0%	0.7%	?	-1%
CCS(=O)(=O)N1CC(=O)N(c2cc(C)cc(C)c2)C(C)(C(=O)NC2CCCCC2)C1 (configuration not stated)
 : /	/	27%	0%	/	-2%	-1.2%	/	0%
Cc1nn(C)c(Oc2ccccc2)c1CCNS(=O)(=O)c1ccc(Cl)cc1
 : -13	i	?	-7%	1%	-5%	0.1%	?	-17%

Arranged by the number under TGFb inhibitor (rising): three from the list above.
smiles,CCT modulator,pAkt inh,MmCpn inh,Nrf2 activator,TGFb inhibitor
Cc1nn2c3ccccc3n(C)c2nc1=O,-4.2,i,-4%,0.8%,-11%
Cc1nc2cccc(C(=O)NCc3ccccc3)c2o1,0.6,i,-7%,0.4%,-2%
CCOC(=O)c1sc(NC(=O)c2sccc2C)cc1C,0.7,i,-4%,-0.1%,2%

More structures:
Below each compound – CCT modulator	pAkt inh	Nrf2 block	A549 viability	MmCpn inh	HepG2 viability	Nrf2 activator	ATXN viability	TGFb inhibitor
CNc1nc(Sc2cccc(C(F)(F)F)c2)cc(C(F)(F)F)n1
 : -0.5	i	?	-20%	-1%	0%	-0.5%	i	-1%
O=C(/C=C/c1c(F)cccc1Cl)NCc1ccc2c(c1)OCO2
 : -1.4	i	-8%	-4%	-11%	-10%	0.4%	i	1%
CCOc1ccccc1N(CC(=O)NCc1ccncc1)S(=O)(=O)c1ccccc1
 : 4.1	i	7%	12%	0%	-55%	-0.7%	i	-2%
COc1cc2c3nnc(-c4ccc(F)cc4)c-3cn(Cc3cccc(C)c3)c2cc1OC
 : -23	i	-17%	8%	-1%	-16%	-1.4%	i	30%
CC(=O)c1cccc(NC(=O)c2cc(-c3ccc4c(c3)OCCO4)on2)c1
 : /	/	?	-5%	/	-42%	-0.6%	?	?
O=C(NCc1ccc(F)cc1)c1cc2c(=O)n3ccccc3nc2s1
 : /	/	20%	2%	/	4%	3.9%	i	26%
CCCCc1[nH]nc2c1C1(C(=O)N(CC)c3ccccc31)C(C#N)=C(N)O2 (configuration not stated)
 : 0.8	i	-15%	-2%	-4%	15%	0.3%	i	30%[activator]
O=C(COc1ccc2cc(Br)ccc2c1)N1CCCC1
 : -1.0	i	1%	15%	1%	-31%	4.8%	i	-15%
N/C(=N\OC(=O)C1CC1)c1ccc([N+](=O)[O-])s1
 : -1.0	i	-6%	-6%	-2%	-13%	19%	i	-14%
CC(=O)Nc1ccc(N2CCCCC2)cc1
 : -1.9	i	21%	0%	-1%	6%	2.4%	i	-6%
Cc1cccc(C)c1OCC(=O)Nc1ccc2c(c1)C(=O)NC2=O
 : -0.6	i	4%	0%	2%	2%	-0.8%	i	-2%
CCOc1ccccc1N(CC(=O)O)S(=O)(=O)c1ccc(C)cc1
 : -2.0	i	-6%	0%	0%	-24%	-0.2%	?	4%
CCn1nc(C(=O)NCC(c2cccs2)N2CCOCC2)c2ccccc2c1=O (configuration not stated)
 : 0.1	i	-27%	5%	0%	-15%	5.6%	i	-15%
Clc1cccc(CN2CCSCC2)c1Cl
 : 0.8	i	7%	8%	0%	-8%	-0.2%	i	-14%
COc1ccc(N(CC(=O)NCc2ccco2)S(=O)(=O)c2ccc(C)cc2)cc1
 : 2.1	i	2%	0%	0%	6%	0.5%	i	3%
COc1ccccc1-c1cc(-c2ccccc2)nc(=O)[nH]1
 : -2.5	i	?	4%	-2%	-1%	3.4%	i	5%
O=C(NCc1ccc(-c2csnn2)cc1)c1cc(Cl)cc(Cl)c1
 : 1.4	i	-1%	4%	0%	-4%	-0.2%	i	-6%
Nc1ccc2nc(SCC(=O)N3CCN(c4ccccc4)CC3)sc2c1
 : -0.7	i	?	-9%	-1%	-177%	4.0%	i	-7%
Nc1c(C(=O)CSc2ccccn2)c(=O)[nH]c(=O)n1C1CC1
 : -3.8	i	16%	9%	1%	-5%	2.0%	i	14%
CC(=O)NS(=O)(=O)c1ccc(N2C(=O)c3ccccc3C2=O)cc1
 : -28	i	-5%	5%	-1%	0%	0.2%	i	-1%
C/C(=N\NC(=O)c1ccc(CSc2cccc3cccnc23)cc1)C1CCCCC1
 : -1.3	i	-16%	10%	-7%	-20%	0.1%	i	?
CC(N)c1csc(Nc2ccc(C(=O)c3ccccc3)cc2)n1 (configuration not stated)
 : -0.9	/	/	/	/	-16%	7.6%	i	-9%
O=C(C1CCCN(Cc2cccc(F)c2)C1)N1CCCCC1 (configuration not stated)
 : -1.8	i	5%	0%	0%	-5%	-0.2%	i	?
CCc1nc2c(OCc3cc(Cl)cc(Cl)c3)cccn2c1N(C=O)Cc1ccc(OC)cc1
 : 1.3	i	/	/	/	-35%	-3.2%	?	?
CNC(=S)NNC(=O)c1sccc1OCc1ccc(Cl)cc1Cl
 : -0.8	i	1%	-4%	2%	0%	-0.3%	i	-7%
Cc1ccccc1-c1nc(CS(=O)(=O)CC(=O)NCCCN2CCCC2=O)c(C)o1
 : 0.9	i	-15%	5%	-2%	0%	-0.1%	i	-2%
Cc1ccc(NC(=O)CNC(=O)Cc2cccc3ccccc23)c(O)c1
 : -1.4	i	3%	10%	-2%	4%	2.3%	i	-1%
Cc1cccc(OC(=O)c2sc3ncn(C)c(=O)c3c2C)c1
 : 1.4	i	3%	1%	-4%	10%	5.9%	i	12%
CCN1CCN(Cc2c(O)ccc3cc(-c4ccc(OC)cc4)c(=O)oc23)CC1
 : /	/	/	?	/	-14%	6.2%	/	4%
Cc1c(-c2ccccc2)[n+](=O)c2c(n1[O-])CCCCC2
 : 0.3	i	-3%	3%	1%	2%	-0.1%	i	-10%
Cc1cc(NC(=O)c2ccc(Cl)cc2Cl)n(-c2ccccc2)n1
 : -1.1	i	-4%	10%	-1%	-16%	-0.5%	i	3%
Cc1cccc(-n2c(=S)[nH]c3c(oc4ccccc43)c2=O)c1
 : -2.5	i	12%	1%	-3%	-37%	0.0%	i	-2%
Cc1cc(C(=O)N/N=C/c2cccnc2)cs1
 : 0.1	i	1%	-2%	2%	-1%	6.9%	i	0%
CN(C)CCCN(C(=O)c1ccc(S(=O)(=O)N2CCc3ccccc3C2)cc1)c1nc2ccc(F)cc2s1
 : 1.2	i	?	?	1%	-89%	2.7%	?	?
COc1ccc(CN(C(=O)/C=C/c2ccccc2Cl)C2CCS(=O)(=O)C2)cc1 (configuration not stated)
 : 0.6	i	-10%	-4%	-1%	111%	8.5%	i	19%
COc1cc(C(CC(=O)N2CCOCC2)c2c(OC)cc(OC)c3c(-c4ccccc4)cc(=O)oc23)cc(OC)c1OC (configuration not stated)
 : /	/	8%	-4%	/	-10%	/	/	?
CCCCCCCCN1C(=O)[C@H](CC(=O)NCc2cccc(C(F)(F)F)c2)C[C@@]2(C(=O)OCC)CCCC=C12
 : 0.7	i	/	/	/	/	-1.3%	?	/
